# Bioassay records deposited in PubChem by several laboratories.
# LEDGF integ inh = blocks HIV-1 LEDGF/p75-dependent DNA integration; inhibition, % at 3.7 µM; 370,000 tested, 0.64% active; AID 743269; TR-FRET IN-LEDGF/p75 DNA integration, Eu/Cy5;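 active = inhibition above the screen-wide mean plus 3 SD, cut at about 13% in these data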;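 note: signal is the Cy5 over europium emission ratio at 671 and 618 nm; 0% = plate median of compound wells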
# TCR-CD3 inh = blocks the human TCR-CD3 interaction; 360,000 tested, 0.37% active; TAMRA-labeled TCR probe fluorescence, biochemical; inhibition, % at 9.4 µM; AID 651800; in the data active = inhibition above about 19%;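 note: recombinant mutant TCR 2C K166C tagged with TAMRA read by polarization; 0% = receptor in buffer alone and 100% = receptor with positive control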
# SIAE primary = blocks human sialic acid acetylesterase; SIAE FP-Rh probe binding, fluorescence polarization; inhibition, % at 9.66 µM; 370,000 tested, 0.69% active;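 active = inhibition above a cutoff: mean of compounds within the control limits plus 3 SD of those, cut at about 17% in these data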;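 note: 0% = plate median of compound wells and 100% = probe without SIAE protein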
# mABHD4 FP = ABHD4 (mouse) inhibition, primary FP screen; purified mABHD4, FP-Rh probe fluorescence polarization; 370,000 tested, 0.54% active; AID 720543; inhibition, % at 8.92 µM;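 active = inhibition exceeding the mean over every tested compound plus 3 SD, cut at about 30% in these data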;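 note: 0% = plate median of compound wells and 100% = S159A mutant with DMSO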
#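 Test system: mABHD4 protein | Buffer or medium: HEPES pH 7.0 buffer, 150 mM NaCl, 0.01% Pluronic F-127 | Probe or stimulus: FP-Rh fluorescent activity-based probe, added after compound pre-incubation | Timing: Pre-incubation 45 min, probe exposure 60 min, at 25 °C | Technique: Fluorescence polarization, excitation 525 nm, emission 598 nm, BODIPY TMR filters | Repeats: Single well per compound (singlicate)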
# GC-B act = GC-B (human) receptor activation | activation, % at 10 µM | AID 1920062 | HEK293-GC-B cells, CNP EC30, cGMP TR-FRET; 0% at EC30 CNP, 100% saturating CNP | 370,000 tested, 0.11% active;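 active = activation at 10 µM reaching about 35% in either raw or pattern-adjusted values, limit read from the data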
# Target sequence (P20594 whole entry, looked up): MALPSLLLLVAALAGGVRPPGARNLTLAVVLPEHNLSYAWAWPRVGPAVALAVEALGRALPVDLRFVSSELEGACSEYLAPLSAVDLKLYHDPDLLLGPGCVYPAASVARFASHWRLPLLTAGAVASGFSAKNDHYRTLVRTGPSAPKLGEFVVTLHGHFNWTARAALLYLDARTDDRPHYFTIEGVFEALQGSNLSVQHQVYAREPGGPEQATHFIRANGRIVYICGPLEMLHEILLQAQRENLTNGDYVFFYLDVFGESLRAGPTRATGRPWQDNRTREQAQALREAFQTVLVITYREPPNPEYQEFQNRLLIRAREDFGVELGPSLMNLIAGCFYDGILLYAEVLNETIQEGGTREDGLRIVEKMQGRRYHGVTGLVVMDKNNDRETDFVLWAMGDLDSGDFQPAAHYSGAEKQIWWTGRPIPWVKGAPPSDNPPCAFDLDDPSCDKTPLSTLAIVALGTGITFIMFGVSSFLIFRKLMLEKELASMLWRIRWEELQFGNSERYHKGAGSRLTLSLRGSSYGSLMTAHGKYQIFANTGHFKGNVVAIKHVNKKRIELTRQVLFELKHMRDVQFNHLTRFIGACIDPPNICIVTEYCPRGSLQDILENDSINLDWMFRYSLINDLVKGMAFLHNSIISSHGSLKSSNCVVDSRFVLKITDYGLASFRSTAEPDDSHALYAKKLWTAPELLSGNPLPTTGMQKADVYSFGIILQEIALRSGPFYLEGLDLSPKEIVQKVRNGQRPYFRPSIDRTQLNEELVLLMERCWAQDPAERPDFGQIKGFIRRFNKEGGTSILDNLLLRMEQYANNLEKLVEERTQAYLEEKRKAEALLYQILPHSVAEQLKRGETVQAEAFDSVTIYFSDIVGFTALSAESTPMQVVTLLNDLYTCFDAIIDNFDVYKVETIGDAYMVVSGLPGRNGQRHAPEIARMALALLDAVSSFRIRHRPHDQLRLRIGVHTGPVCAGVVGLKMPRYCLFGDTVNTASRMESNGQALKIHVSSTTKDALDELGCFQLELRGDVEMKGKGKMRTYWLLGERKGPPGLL
# rCAG binder = binds r(CAG) RNA repeats; r(CAG) RNA repeat, TO-PRO-1 dye displacement fluorescence; AID 651821; inhibition, % at 3 µM; 370,000 tested, 1.3% active;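 active = inhibition above the plate cutoff, the mean of all test compounds on that plate plus 3 SD, cut at about 35% in these data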;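 note: 0% = DMSO alone and 100% = 100 µM mitoxantrone as full dye displacement; higher means more dye released from RNA so lower well fluorescence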
# PRMT1 inh = PRMT1 (human) inhibition, primary screen; 370,000 tested, 1.3% active; recombinant PRMT1, activity-based probe fluorescence polarization; Q99873; inhibition, % at 2.79 µM;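 active = inhibition above about 21% made by adding two undisclosed values, limit read from the data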
# TDP2 inh = blocks human TDP2 phosphodiesterase activity; 370,000 tested, 0.34% active; inhibition, % at 12.8 µM; recombinant TDP2, T5PNP hydrolysis, p-nitrophenol absorbance 415 nm; AID 720702;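 active = inhibition above the mean of all tested compounds plus 3 SD, set per campaign, cut at about 25% in these data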;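 note: 0% = DMSO with enzyme and 100% = buffer with substrate but no TDP2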
#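 System – recombinant human TDP2 · Amount – 120 nM TDP2 per well · Buffer or medium – Mg2+-containing Tris-HCl buffer, pH 7.5 · Reagent – T5PNP substrate, 5 mM · Dosing – 12.8 µM single point, 1% DMSO · Incubation – 2 h at 37 °C · Measured by – epi absorbance · Read-out basis – percent inhibition · Benchmarks – high control without enzyme, low control DMSO plus TDP2 · Repeats – singlicate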
# MBD2 DNA inh = MBD2-methylated oligo binding inhibition; TR-FRET, MBD2 binding to methylated oligonucleotide; inhibition, % at 4.4 µM; 370,000 tested, 0.31% active; in the data active = inhibition above about 13%
# HTRA1 inh = HTRA1 (human) protease inhibition; Q92743; 340,000 tested, 0.5% active; recombinant HTRA1, FP-rhodamine activity-based probe, fluorescence polarization; inhibition, % at 5.96 µM; AID 504803; in the data active = inhibition above about 36%;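 note: 0% = enzyme with DMSO and 100% = wells lacking enzyme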
# Numbers without * were called inactive; x = no result given.
SMILES,LEDGF integ inh,TCR-CD3 inh,SIAE primary,mABHD4 FP,GC-B act,rCAG binder,PRMT1 inh,TDP2 inh,MBD2 DNA inh,HTRA1 inh
COc1ccc(-c2noc(CCC(=O)NC3CCCCC3)n2)cc1OC,-0.3,-3.7,2.3,4.3,1.3,-4.8,-0.2,2.5,2.5,-1.3
CCc1ccc(S(=O)(=O)Nc2cccc(C3OCCCO3)c2)cc1,-3.5,2.6,-2.6,3.2,5.9,0.8,1.9,-8.0,4.7,x
CC(=O)c1sc(NC(=O)C2COc3ccccc3O2)nc1C (stereo not given),6.5,1.0,9.0,-7.5,7.1,3.1,-3.5,0.2,-6.9,1.8
COc1ccc(/C=C/C(=O)OCC(=O)N2CCN(S(=O)(=O)c3ccc(C)cc3C)CC2)cc1OC,-2.9,2.2,-0.7,5.9,7.4,1.4,1.6,0.7,0.5,1.0
COc1ccc(OC)c(C(=O)NC(CC(N)=O)c2ccc(NCCN3CCOCC3)c([N+](=O)[O-])c2)c1 (stereo not given),-0.8,-0.7,2.8,8.0,-0.2,0.8,0.7,2.0,-6.7,0.9
COC(=O)c1c[nH]c(=S)n1Cc1ccccc1,4.2,0.6,6.4,-3.6,-3.9,6.0,1.1,-2.3,2.8,2.9
COC(=O)C1(c2ccccc2)NC(c2ccc(O)cc2)C2C(=O)N(c3ccc4c(c3)OCO4)C(=O)C21 (stereo not given),-5.0,-9.9,10.9,1.9,-2.9,2.9,1.1,11.3,2.2,6.2
O=[N+]([O-])c1cc(-c2cnc3ccccc3n2)ccc1Cl,-3.9,-1.6,-7.1,-0.4,-2.1,1.8,1.6,7.9,0.6,-5.0
NC(=O)CC1NC(=O)c2cc([N+](=O)[O-])cc(I)c2OCCC(C(N)=O)NC(=O)[C@@H]2CCCN2C1=O (stereo not given in full),-0.5,3.1,-1.3,8.7,7.5,2.0,-2.0,2.7,0.1,x
O=C(CN1CCc2ccccc2C1)Nc1cc(S(=O)(=O)N2CCOCC2)ccc1N1CCCC1,-1.5,-4.0,2.8,-5.4,4.6,-0.8,1.8,3.9,1.6,-1.3
COc1cccc2[nH]c(-c3ccccn3)nc12,0.5,-3.2,0.6,2.1,-6.0,3.0,-5.6,2.3,2.0,x
O=C(COC(=O)c1cccc(F)c1)Nc1cccc(S(=O)(=O)N2CCCCC2)c1,-1.9,-0.6,-9.6,-12.9,0.2,5.0,-1.8,4.2,-4.2,-21.6

# One compound at a time, from the list above. Values in the order: LEDGF integ inh	TCR-CD3 inh	SIAE primary	mABHD4 FP	GC-B act	rCAG binder	PRMT1 inh	TDP2 inh	MBD2 DNA inh	HTRA1 inh
# Profile of COc1ccc(/C=C/C(=O)OCC(=O)N2CCN(S(=O)(=O)c3ccc(C)cc3C)CC2)cc1OC = -2.9	2.2	-0.7	5.9	7.4	1.4	1.6	0.7	0.5	1.0
# Profile of O=C(COC(=O)c1cccc(F)c1)Nc1cccc(S(=O)(=O)N2CCCCC2)c1 = -1.9	-0.6	-9.6	-12.9	0.2	5.0	-1.8	4.2	-4.2	-21.6
# Profile of NC(=O)CC1NC(=O)c2cc([N+](=O)[O-])cc(I)c2OCCC(C(N)=O)NC(=O)[C@@H]2CCCN2C1=O (stereo not given in full) = -0.5	3.1	-1.3	8.7	7.5	2.0	-2.0	2.7	0.1	x
# Profile of COc1cccc2[nH]c(-c3ccccn3)nc12 = 0.5	-3.2	0.6	2.1	-6.0	3.0	-5.6	2.3	2.0	x
# Profile of O=[N+]([O-])c1cc(-c2cnc3ccccc3n2)ccc1Cl = -3.9	-1.6	-7.1	-0.4	-2.1	1.8	1.6	7.9	0.6	-5.0

# (more compounds)
SMILES,LEDGF integ inh,TCR-CD3 inh,SIAE primary,mABHD4 FP,GC-B act,rCAG binder,PRMT1 inh,TDP2 inh,MBD2 DNA inh,HTRA1 inh
CCOC(=O)Cn1c(=O)c2c(nc3n2CCCN3Cc2ccccc2)n(C)c1=O,-2.0,5.9,2.9,-0.8,3.4,-11.6,-0.3,-5.4,-6.1,6.7
COc1cc(CNCc2ccco2)ccc1OCc1ccccc1,-5.1,-4.6,-6.0,-10.1,-7.5,-5.5,6.6,-11.6,4.8,1.1
CC(=O)Nc1c2c(nn1-c1cccc(C)c1)CSC2,0.9,8.2,4.3,1.5,-6.8,3.7,-1.4,-9.1,-1.2,-4.9
O=S(=O)(Cc1cc(Cl)nc(-c2ccccc2)n1)c1ccccc1,0.9,-1.3,-0.8,-2.7,-11.6,-1.5,-0.9,-6.7,2.7,-15.9
Cc1ccccc1Cn1c(C)c(C(=O)NCc2cccc(Cl)c2)sc1=O,2.7,-4.5,-7.0,-26.5,-6.0,1.7,-6.1,-12.3,-2.9,x
Cn1cnnc1SCCC(=O)Nc1ccc(Cl)cc1,-1.8,0.5,1.6,-5.1,-1.6,-3.6,-1.1,-0.7,-0.7,3.0
COc1cc(NS(=O)(=O)c2ccc(NC(=O)c3ccc(S(=O)(=O)N4CCCC4)cc3)cc2)ncn1,-0.7,-3.4,-4.8,1.4,-0.2,3.9,2.5,6.8,4.8,x
CC1CCN(CCCn2c(SCC(=O)NC3CCCC3)nc3ccccc3c2=O)CC1,-1.9,-9.4,-0.6,-2.7,-4.4,-6.5,3.1,-8.2,-0.4,0.0
O=C(NC1CCCC1)C1CSCCS(=O)(=O)N1Cc1ccc(F)cc1 (stereo not given),0.2,x,4.5,1.1,-1.4,2.0,1.4,2.7,-0.1,x
CN1C[C@@H]2C[C@@H](c3ccc(C#CC(C)(C)O)s3)N3CCC[C@@]23C1=O,-2.2,5.0,-0.8,-6.2,1.8,1.4,0.8,5.2,-0.5,0.6
NNC(=O)C1C(O)CCC2CN3CCc4c([nH]c5ccccc45)C3CC21 (stereo not given),8.0,-2.1,2.6,2.5,-4.7,2.0,22.0*,-8.2,-3.9,4.0
O=C(c1ccc([N+](=O)[O-])cc1)N1C=CC(C(F)(F)F)=NCC1,-1.4,-0.4,3.3,-0.9,4.7,-2.4,-2.3,-3.7,-3.0,1.2
CCCCn1c(N)c(N(CC)C(=O)c2ccc(C#N)cc2)c(=O)[nH]c1=O,4.3,-2.7,1.9,-5.9,1.9,1.7,-5.9,-16.0,-2.0,7.1
CCC1=C(c2ccc(OC)cc2)CCC(C(=O)O)C1C (stereo not given),-1.2,-1.6,2.3,-5.5,6.1,1.3,-2.6,-7.7,-0.8,0.2
CC[C@@]1(c2ccccc2)C(=O)N(C(=O)OC)N1C(=O)OC,-0.2,0.8,2.0,-1.0,-5.2,-2.0,-2.5,3.1,2.0,2.9
Cc1cccc(C)c1NC(=O)CNC(=O)C(NC(=O)c1ccc(C(C)(C)C)cc1)C(C)C (stereo not given),1.2,4.4,6.4,-5.7,1.6,-3.1,-3.6,-2.6,5.0,-3.0
C#CCOCCOCCOCCNc1nc(N2CCN(C(=O)[C@H](C)n3cc(CCC(=O)O)nn3)CC2)nc(N2CCN(C(=O)[C@H](Cc3ccc(O)cc3)n3cc(CCO)nn3)CC2)n1,0.7,-0.5,1.7,1.2,4.3,1.6,0.7,-3.6,-4.7,-2.2
Cc1ccc(-c2csc(C(O)c3ccc(F)cc3)n2)cc1C (stereo not given),-1.8,-0.5,-7.2,-29.9,2.5,1.4,-0.8,-0.7,1.8,x
O=C(NCC1CCCCC1)c1ccc2sc([C@H]3C[C@H](O)[C@@H](CO)O3)nc2c1,-2.9,-4.1,3.7,2.5,-1.2,3.4,2.9,2.9,-3.1,x
CCc1nc2ccc(C(=O)N3CCN(C(C)=O)CC3)cn2c1N(CCC(C)C)CCN(C)C,5.8,-6.3,11.5,-9.1,-2.3,-3.5,-3.7,1.1,-6.7,x
NS(=O)(=O)c1cc(C(=O)NNC(=O)c2ccc3c(c2)OCO3)ccc1Cl,4.6,2.5,2.3,-3.0,0.1,0.2,-1.3,-5.3,0.5,0.6
Cc1ccc(OCC(=O)Nc2ccc(S(=O)(=O)N3CCOCC3)cc2)c(Br)c1,-0.5,-8.3,-8.8,-16.5,6.5,2.8,6.7,-4.7,7.3,-8.2
C=CC[C@@H](CC(=O)N[C@H](CO)Cc1ccccc1)C(=O)N[C@H](COC(=O)[C@@H](CC=C)CC(=O)OC(C)(C)C)Cc1c[nH]c2ccccc12,-0.1,-2.7,0.7,-7.7,-5.5,-6.1,2.2,-10.6,1.4,-41.2
O=C1C(Sc2ccccc2)=C[C@@]2(O)CC[C@@H](O)[C@]1(Sc1ccccc1)[C@H]2O,4.5,-0.6,-2.6,4.0,1.0,6.1,10.3,0.8,-4.6,x
CCOc1ccccc1N(C)C(=O)Cn1ncc2c([nH]c3ccc(C)cc32)c1=O,-9.5,-7.5,4.3,-1.2,-3.4,2.6,0.7,-7.2,-2.9,-5.0
C/C(=C\c1ccccc1)CN1CCC(C(=O)N2CCCC(C)C2)CC1 (stereo not given),-0.2,6.1,3.2,4.5,-2.7,-8.0,-2.0,4.0,5.1,5.6
COc1ccc(C(=O)COC(=O)c2ccc(N(C)C)cc2)cc1,-2.8,-4.4,0.9,3.5,10.0,-1.2,-2.8,5.8,0.8,2.6
CCN1CCc2c(OCC(=O)Nc3ccc(C)cc3)cccc2C1=O,-3.5,-4.9,-2.8,0.6,-3.5,-7.8,3.0,-3.3,1.8,-1.6
N=c1c(C(=O)NCc2ccccc2)cc2c(=O)n3ccccc3nc2n1Cc1ccco1,2.9,5.0,0.4,7.8,8.0,9.3,0.2,-1.8,-6.8,-23.2
O=C(O)C1[C@H]2C(=O)N(C3CCCC3)C[C@]23C=C[C@H]1O3 (stereo not given in full),-4.4,-1.5,4.7,-7.9,-2.8,-1.1,0.5,-6.2,-1.2,-5.4
CN1CCN(S(=O)(=O)c2cccc(C(=O)Nc3nc(-c4ccccc4)cs3)c2)CC1,-2.5,3.6,-11.6,-16.1,-2.2,10.2,-4.6,-11.4,2.8,-22.1
CCCc1cc(=O)n2[nH]c(NCc3ccc(OC)c(OC)c3)nc2n1,-2.4,1.8,2.5,2.1,1.1,0.7,-2.2,11.9,3.9,1.5
CN1CCN(CC(O)COc2ccc(Cl)cc2)CC1 (stereo not given),-1.9,6.2,-2.1,9.5,-1.8,-1.1,-1.7,2.9,-3.5,2.9
N#CC1(NC(=O)COC(=O)C2CCN(S(=O)(=O)c3ccc4c(c3)OCCO4)CC2)CCCCC1,0.5,8.2,4.1,-0.7,2.0,5.6,1.3,6.2,4.8,-3.0
CC(C)C(NS(=O)(=O)c1cccc2nsnc12)C(=O)N1CCc2ccccc2C1 (stereo not given),-0.9,-3.2,-1.4,2.6,-0.8,-1.9,-0.5,4.7,-1.3,-0.7
O=C(CCC1CCCC1)N=C1SC2CS(=O)(=O)CC2N1Cc1ccccc1 (stereo not given),2.8,-3.2,0.3,-7.7,0.1,-1.1,1.5,-14.0,8.0,0.7

# This is a subset, so the mix of outcomes need not match the whole.
